GALK inhibitor – qHTS Assay for Inhibitors of Human Galactokinase (GALK) | Potency, µM (top dose mostly 57.5 µM), inactives show at the highest dose activity change, negative = inhibition, most hits filed as inhibitors | 0.007% of 270,000 active | AID 1868, 2009 | P51570 | Purified GALK, Kinase-Glo residual ATP luminescence; also: potency is read from the fitted curve at half-maximal effect; % is scaled to controls: 0 for no effect and ±100 for the full control effect
Target sequence (P51570 whole entry, looked up): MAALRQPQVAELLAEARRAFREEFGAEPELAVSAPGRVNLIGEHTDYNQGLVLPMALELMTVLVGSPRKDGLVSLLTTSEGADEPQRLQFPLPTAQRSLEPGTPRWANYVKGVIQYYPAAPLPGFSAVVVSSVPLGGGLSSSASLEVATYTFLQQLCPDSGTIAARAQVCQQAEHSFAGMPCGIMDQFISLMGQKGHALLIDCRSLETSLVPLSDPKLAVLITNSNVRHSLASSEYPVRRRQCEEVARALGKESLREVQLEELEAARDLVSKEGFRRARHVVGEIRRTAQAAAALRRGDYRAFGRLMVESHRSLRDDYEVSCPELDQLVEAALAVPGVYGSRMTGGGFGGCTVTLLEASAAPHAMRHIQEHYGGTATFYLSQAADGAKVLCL
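Galactose (100 uM) and ATP (35 uM) were turned over by 5 nM GALK for 1 h at RT. Kinase-Glo Plus then converted the remaining ATP into a luminescent signal.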
Tb PFK block – qHTS Assay to Find Inhibitors of T. brucei phosphofructokinase; T. brucei PFK, ADP-Glo luminescence; Potency, µM (top dose mostly 57.5 µM), for the others: top-dose activity, negative = inhibition, usual class: inhibitors; 0.17% of 330,000 active; AID 485367, 2010;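 also: potency is read from the fitted curve at half-maximal effect; 0% = uninhibited 1x PFK enzyme wells and -100% = no-enzyme wells; nearly all actives have a fitted effect of over 60% in size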
Target sequence (O15648 whole entry, looked up): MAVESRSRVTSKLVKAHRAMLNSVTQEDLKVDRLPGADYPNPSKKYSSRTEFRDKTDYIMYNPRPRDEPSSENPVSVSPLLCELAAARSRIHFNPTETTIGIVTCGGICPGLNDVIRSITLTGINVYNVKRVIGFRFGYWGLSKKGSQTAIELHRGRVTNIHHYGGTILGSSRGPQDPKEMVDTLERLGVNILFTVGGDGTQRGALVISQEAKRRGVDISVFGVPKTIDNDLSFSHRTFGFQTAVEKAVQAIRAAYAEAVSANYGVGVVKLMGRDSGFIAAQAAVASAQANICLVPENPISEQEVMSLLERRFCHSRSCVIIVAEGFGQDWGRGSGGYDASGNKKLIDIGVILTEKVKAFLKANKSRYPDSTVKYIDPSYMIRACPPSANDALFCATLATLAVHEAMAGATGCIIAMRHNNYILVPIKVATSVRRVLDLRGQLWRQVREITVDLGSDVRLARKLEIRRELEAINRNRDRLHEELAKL
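Compounds were pin-transferred as a titration series up to 57 uM into substrate buffer (0.5 mM F6P, 0.1 mM ATP, pH 8.0), then 1.25 nM PFK was added and reactions ran 45 min before ADP-Glo detection.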
Chronic BCR inh – qHTS Assay to Find Inhibitors of Chronic Active B-Cell Receptor Signaling | Potency, µM (top dose mostly 46.1 µM), for inactives: top-dose ratio change, negative = lower green/red ratio, usual class: inhibitors | ABC-DLBCL IkBa-CBG/CBR reporter, luminescence ratio, 4 h | 0.05% of 340,000 active; active = well fitted inhibition curve with a large enough effect in the signal ratio, with a control signal flat, not every such curve was filed as active; inconclusive = small, poorly fitted or top-dose-only effect, or effect the other way, or a change in a side signal; the % refers to the signal ratio;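 also: potency is read from the fitted curve at half-maximal effect; plate controls were basal doxycycline-induced cells for no effect and cells given 10 µM MG132 for full effect; MG132 reads +100%, hits lower the ratio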
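Compounds up to 46 uM were incubated four hours with TMD8 cells whose green CBG68 luciferase is fused to IkappaBalpha; red CBR luminescence normalised the signal, and concentration-effect curves were fitted to fusion, red and ratio data.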
TCR act – Activators of T cell receptors: qHTS campaign; 330,000 tested, under 10 active; Potency, µM (series often up to 9.22 µM), without a hit: at the top dose activation of IL-2 secretion, most hits filed as activators; primary human leukocytes, anti-CD3, IL-2 HTRF, 48 h; also: % of control where 0% means no effect
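Primary human leukocytes were stimulated with a-CD3 beads plus compounds for 48 hr without co-stimulation; secreted IL-2 was quantified by HTRF using a-IL-2-K (europium cryptate) and a-IL-2-d2, excited at 320nm with acceptor emission read at 665nm.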
hERG WT inh – qHTS for Inhibitors of KCHN2 3.1: Wildtype qHTS; Voltage-gated inwardly rectifying potassium channel KCNH2 (Homo sapiens), Q12809; U2OS, BacMam KCNH2, thallium flux FluxOr; stronger effect = lower value; activity change, % at 1.84 µM; 0.37% of 340,000 active;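 active = maximum activity change below -70%; inconclusive = maximum activity change between -70% and -50%; inactive = maximum activity change above -50%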; also: % is scaled to controls: 0 for no effect and ±100 for the full control effect
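U2OS cells were transduced with wild-type KCNH2 virus (2.03 x 10^8 / mL) for 4 h at room temperature, then cultured overnight at 37 C. Thallium flux was read with FluxOr dye. Rate constants were normalized to DMSO controls.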
AT treatment – qHTS Assay for Identifying a Potential Treatment of Ataxia-Telangiectasia; […] A-T fibroblasts, KAP-1 phosphorylation AlphaLISA; neocarzinostatin DNA damage 30 min before lysis; 0.19% of 320,000 active; Potency, µM (titrated, usually from 57.5 µM), for the others: top-dose activation, most hits filed as activators; also: potency is read from the fitted curve at half-maximal effect; % of control where 0% means no effect; nearly all actives have a fitted effect of over 45% in size
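ATM-like activity read as KAP-1 phosphorylation via AlphaLISA donor/acceptor antibody pairs after lysis and 6 hr at 25C. Cells were ATM-null patient fibroblasts ([…], hTERT), dosed 60 min, then exposed to the DSB inducer NCS for 30 min.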
MLL CXXC-DNA inh – qHTS Fluorescence Polarization Assay for Inhibitors of MLL CXXC domain - DNA interaction. Histone-lysine N-methyltransferase 2A (Homo sapiens), Q03164. 0.037% of 290,000 active. MLL-CXXC / FITC-HOXA9 DNA fluorescence polarization. Potency, µM (top dose mostly 115 µM), inactives show at the top dose activity change, negative = inhibition, usual class: inhibitors; active = well fitted inhibition curve with a large enough effect in the polarisation, with a control signal flat, not every such curve was filed as active; inconclusive = small, poorly fitted or top-dose-only effect, or effect the other way, or a change in a side signal; inactive = no such curve, though single readings can be large or run the other way; the % refers to the polarisation; also: potency is read from the fitted curve at half-maximal effect
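Purified MLL-CXXC (added from a 7 uM solution) was preincubated 5 min at ambient with pinned compounds in 50 mM Tris-HCl pH 7.5, 50 mM NaCl, 1 mM DTT, 0.05% BSA. Fluorescein-labeled HOX-A9 DNA (50 nM solution) followed, 30 min, then polarization read.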
FBPA coupling cs – qHTS Assay for Inhibitors of Fructose-1,6-bisphosphate Aldolase from Giardia Lamblia: Coupling assay counterscreen | coupling enzyme system counterscreen, AmpLite Red fluorescence | activity change, negative = inhibition, % at 58.2 µM, hits read low | 0.67% of 290,000 active | AID 2472, 2010; in the data active = activity change below about -30%; also: % is scaled to controls: 0 for no effect and ±100 for the full control effect
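Counterscreen of the coupled detection system alone, without aldolase: glyceraldehyde-3-phosphate coupling enzymes plus AmpLite Red readout. Compounds at 57.5 uM final, 10 min RT preincubation, 20 min RT reaction, fluorescence 525/598 nm.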
Giardia killer – Small Molecules that selectively kill Giardia lamblia: qHTS. Giardia lamblia trophozoite viability. activity change, % at 7.66 µM, hits read low. 0.15% of 340,000 active. AID 540267, 2011; in the data active = activity change below about -80%; inconclusive = between about -30% and that limit;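 also: parasites exposed to compound for two days anaerobically before the ATP read; % is scaled to controls: 0 for no effect and ±100 for the full control effect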
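Media and compound were dispensed first, then trophozoites at 100 cells/well; plates sat 48 hrs at 37 deg C without oxygen before ATP luminescence reagent was added and read after 15-30 min at room temperature.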
TSHR antag – Antagonists of the Thyroid Stimulating Hormone Receptor: HTS campaign. activity change, negative = inhibition, % at 11.5 µM. Thyrotropin receptor (Homo sapiens), P16473. AID 504810, 2011. TSHR-expressing cells, TSH-stimulated cAMP HTRF, 2 h; stronger effect = lower value. 0.2% of 330,000 active;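 active = activity change below a set negative limit, meaning inhibition stronger than a set level, cut at about -70% in these data; inconclusive = activity change between two set negative limits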; also: % is scaled to controls: 0 for no effect and ±100 for the full control effect
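Inhibition of cAMP made by TSHR-expressing cells under TSH stimulation (4nM final, EC80; 2 h, 37 deg C) is quantified with a one-step lysis HTRF kit, anti-cAMP cryptate versus cAMP-d2.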
Numbers without * were called inactive; ? = inconclusive; . = no result given; [ ] = remark or other dose. Unless noted, calls follow the shape of the dose curve; as a rule, active = well fitted curve in the direction sought with a large enough effect; inconclusive = small, poorly fitted or top-dose-only effect, or another doubt; inactive = no such curve, though single readings can be large; an effect the other way counts as inactive or inconclusive.

SMILES	GALK inhibitor	Tb PFK block	Chronic BCR inh	TCR act	hERG WT inh	AT treatment	MLL CXXC-DNA inh	FBPA coupling cs	Giardia killer	TSHR antag
O=C(CSc1ccccc1C(=O)O)NCc1ccco1	2%	2%	0%	-4%	-8	4%	2%	1	13	10
COc1ccccc1-c1cc(C(F)(F)F)nc(S(C)(=O)=O)n1	4%	-14%	?	3%	7	.	23%	3	2	3
C/C(=N\NC(=O)Cc1ccccc1Cl)c1cccnc1	-3%	0%	0%	-3%	-7	7%	18%	.	6	-18
CC(=O)Nc1ccc(S(=O)(=O)N2CCC(N3CCCCCC3)CC2)cc1	0%	-2%	-1%	-4%	10	2%	4%	-1	16	-3
NC(=O)NC(=O)COC(=O)CCCCCNS(=O)(=O)c1ccc2c(c1)OCCO2	0%	3%	5%	0%	-1	-1%	5%	0	-16	7
O=C1N(c2ccccc2)C[C@@H]2C[C@@H](c3cccc4c3OCO4)N3CCC[C@@]123	-3%	1%	7%	-1%	10	4%	0%	4	-28	5
CC1CC(c2ccccc2)=Nc2ccccc2N1 (stereo not drawn)	3%	-5%	0%	.	1	-6%	-1%	1	-6	5
C=CCn1c(SCC(=O)c2c(N)n(C)c(=O)n(C)c2=O)nnc1-c1ccncc1	-2%	-11%	1%	-9%	2	-3%	-1%	2	-3	6
COc1cc(CN2CCc3c([nH]c4ccccc34)C2)cc(OC)c1	-3%	-1%	-2%	.	-4	0%	-1%	-1	4	-15
Cc1ccc(Sc2cc(NCCCO)c([N+](=O)[O-])c3nonc23)cc1	-2%	-4%	4%	5%	-5	7%	-9%	-23	4	10

The last three records of the section above open the next one.
SMILES	GALK inhibitor	Tb PFK block	Chronic BCR inh	TCR act	hERG WT inh	AT treatment	MLL CXXC-DNA inh	FBPA coupling cs	Giardia killer	TSHR antag
C=CCn1c(SCC(=O)c2c(N)n(C)c(=O)n(C)c2=O)nnc1-c1ccncc1	-2%	-11%	1%	-9%	2	-3%	-1%	2	-3	6
COc1cc(CN2CCc3c([nH]c4ccccc34)C2)cc(OC)c1	-3%	-1%	-2%	.	-4	0%	-1%	-1	4	-15
Cc1ccc(Sc2cc(NCCCO)c([N+](=O)[O-])c3nonc23)cc1	-2%	-4%	4%	5%	-5	7%	-9%	-23	4	10
CC1=NN(C(=O)Cc2ccccc2)C(O)(c2cccnc2)C1 (stereo not drawn)	1%	3%	1%	3%	4	-18%	-3%	1	4	7
O=c1cc(CSc2ccc(Cl)cc2)[nH]c2[nH]n(-c3ccccc3)c(=O)c12	-4%	-3%	12%	-3%	-13	-11%	1%	1	13	-13
Cc1cc(C)cc(NC(=O)Nc2ccccc2N2CCCCC2)c1	-1%	-6%	0%	-2%	7	4%	-2%	0	15	16
COc1cc(OC)cc(C(=O)NCCSCc2ccco2)c1	4%	-5%	-2%	.	.	4%	-4%	0	.	-8
COC(=O)N/N=C/c1c(C)c(C(=O)c2ccc(F)cc2)n2ccccc12	0%	-6%	?	-4%[46.1 µM]	-9	3%	11%	-2	-8	-31
CCOC(=O)c1nn(-c2ccc(C)cc2)c2nc(Nc3ccccc3)cc(=O)n12	-1%	0%	8%	1%	3	-2%	14%	1	-4	1
CCN(CC(=O)Nc1c(F)cccc1F)C(=O)c1ccc(S(=O)(=O)N2CCCCC2)cc1	.	-2%	-12%	1%	11	-12%	.	.	-14	-4
COc1cccc2cc(C(=O)N3CC(C)OC(C)C3)c(=O)oc12 (stereo not drawn)	5%	-4%	-1%	-4%	1	-3%	-3%	1	-12	-1
Cc1ccc(Sc2ncccc2C(=O)N(C)Cc2cccs2)c(C)c1	-6%	11%	-6%	-1%	-1	8%	-11%	-4	-7	5
C=CCN(c1ccccc1)S(=O)(=O)c1ccc2c(c1)NC(=O)C(C)C(=O)N2 (stereo not drawn)	.	0%	20%	0%	3	3%	.	3	6	-13
CN(CC(=O)NCc1cccnc1)S(=O)(=O)c1ccc(F)cc1	6%	5%	0%	0%	-6	-2%	-1%	1	19	-5
Cc1cc(NC(=O)CSc2nc(-c3ccccc3)nc3c2c(=O)n(C)c(=O)n3C)no1	0%	-1%	-1%	-11%	10	7%	1%	3	16	3
CN(C)N1C(N)=C(C#N)C(c2cccs2)C2=C1CCCC2=O (stereo not drawn)	-1%	1%	23%	-4%	-8	-5%	0%	-19	-1	1
CSc1ccccc1NC(=O)COc1ccc(Cl)cc1	.	-8%	?	-5%[46.1 µM]	0	8%	-7%	-2	15	-3
Cc1nc2ccccc2nc1N1CCCCC1	3%	1%	-3%	-1%	-4	4%	-7%	4	-8	13
CN(C)/C=C/C(=O)c1ccc(Cl)c([N+](=O)[O-])c1	0%	-2%	?	0%	-6	-3%	-4%	4	8	-22
O=c1cc(CN2CCN(c3ccc(F)cc3)CC2)c2cc3c(cc2o1)CCCC3	0%	1%	0%	-9%	-28	3%	-1%	.	2	5
O=C1C=C(NCc2ccco2)C2(CCCCC2)O1	0%	-5%	?	-2%	-14	2%	5%	2	-10	-6
COc1cc(C2NC(=S)NC(C)=C2C(=O)c2ccccc2)ccc1O (stereo not drawn)	0%	3%	0%	4%[46.1 µM]	-4	-4%	-12%	3	13	5
c1ccc(N=P(N2CCOCC2)(N2CCOCC2)N2CCOCC2)cc1	13%	0%	5%	.	19	-5%	-1%	3	1	-3
COc1cccc(NC(=O)NC2(C(F)(F)F)Oc3ccccc3O2)c1	-1%	-8%	-23%	-5%[46.1 µM]	6	-3%	6%	2	20	2
COc1cccc(C(=O)Nc2cccc(OCC(=O)O)c2)c1	6%	-4%	?	1%	-3	.	-1%	1	9	-2
COc1cccc(C(=O)COC(=O)COc2c(C)cc(C)cc2C)c1	.	-3%	0%	3%	1	8%	.	.	-3	-6
CC1(c2ccccc2)NC(=O)N(CC(=O)NCC2CCCO2)C1=O (stereo not drawn)	.	-2%	2%	-8%	-30	5%	.	.	9	7
COc1ccc(N2CCN(c3nc(C)c(C)c(=O)[nH]3)CC2)cc1	5%	-3%	3%	.	-2	-4%	1%	7	24	0
COc1cccc(CN(CC(=O)NC2CCCC2)C(=O)CCC(=O)Nc2cc(C)on2)c1	0%	0%	1%	-4%	-6	-4%	-5%	2	8	0
Cn1cc(Cl)c(C(=O)OCC(=O)Nc2ccccc2)n1	0%	-1%	-19%	-1%	-5	6%	7%	7	22	6
O=S(=O)(NC(=NCc1ccccc1)c1ccc(F)cc1)c1ccc(Cl)cc1	1%	8%	3%	-1%	8	0%	0%	0	19	0
COc1nccnc1NS(=O)(=O)c1ccc(NC(=S)NC(=O)c2ccc(F)c(F)c2)cc1	0%	17%	6%	2%[46.1 µM]	4	0%	-4%	4	-10	-6
O=S(=O)(Nc1nc2ccccc2[nH]1)c1ccc2ccccc2c1	-5%	1%	-25%	-13%	-13	-2%	2%	2	-9	13
Cc1ccc(C(=O)NC2(C(F)(F)F)NC(=O)N(c3ccc(Cl)cc3)C2=O)cc1 (stereo not drawn)	1%	0%	-3%	-1%[46.1 µM]	31	4%	4%	0	-15	-11
O=S(=O)(c1ccc(=S)[nH]c1)N1CCCCC1	.	-6%	-1%	1%	2	-14%	.	.	-3	9
CS(=O)(=O)N(CC(=O)N1CCCCCC1)c1cccc(F)c1	2%	0%	3%	.	4	-1%	10%	0	6	1
CN(C)c1ccc(/C=C2/C=C(c3ccc4c(c3)CCCC4)OC2=O)cc1	0%	-2%	1%	-4%	-1	17%	-12%	1	-21	0
CCN(CC1COc2ccccc2O1)C(=S)NCCCN(C)C (stereo not drawn)	0%	2%	1%	-33%	19	-9%	17%	2	12	14
Cc1ccc(C2=N/C(=C\N(C)C)C(=O)O2)cc1	3%	2%	?	-5%	-13	-2%	1%	1	-5	-2
C=CCn1c2ccccc2c2nnc(SCC(=O)OCN3C(=O)c4ccccc4C3=O)nc21	0%	3%	12%	1%[46.1 µM]	4	-4%	4%	1	-16	-8
O=C(COc1ccc(F)cc1)NCC1CCCO1 (stereo not drawn)	0%	-1%	-1%	1%	-3	-2%	-1%	-2	-17	4
Cc1ccc(S(=O)(=O)c2cc3c(=O)n4ccccc4nc3n(C)c2=N)cc1	0%	-17%	?	-9%	2	0%	-4%	2	4	6
Cc1ccc(S(=O)(=O)N2CCC(C(=O)NCCc3ccccc3)CC2)cc1	-2%	0%	21%	-2%	20	-1%	11%	0	10	-9

From PubChem BioAssay
